Bioassay records (PubChem)
SNCA expr inhib: Primary qHTS assay for inhibitors of alpha-synuclein gene (SNCA) expression; HEK-293 SNCA-luciferase knock-in, luminescence, 24 h; Potency, µM (titrated, usually from 57.2 µM), without a hit: at the top dose activity change, negative = inhibition, actives largely listed as inhibitors; hit rate 0.17% among 140,000; AID 1671194, 2021;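 further: potency means the concentration at half of the fitted maximal effect; plate controls were DMSO cells for no effect and cell-free wells for full effect; nearly all actives have a fitted effect of over 45% in size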
3T3 cytotox: Cytotoxic Profiling in NIH 3T3 Cell Line of Diverse Libraries Using Quantitative High-Throughput Screening; NIH 3T3 viability, CellTiter-Glo ATP luminescence, 48-72 h; Potency, µM (series often up to 96.7 µM), inactives show at the highest dose activity change, negative = cytotoxicity, usual class: inhibitors; hit rate 4.3% among 94,000; further: potency means the concentration at half of the fitted maximal effect; nearly all actives have a fitted effect of over 55% in size
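Cells were seeded at 400 per well, treated with pin-transferred compound, and kept 48 or 72 hr at 37 °C before CellTiter-Glo addition and luminescence imaging of cellular ATP.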
FLuc inh: Firefly luciferase inhibition profiling of diverse chemical library using quantitative high-throughput screening | purified P. pyralis luciferase, luminescence, biochemical | Potency, µM (titrated, usually from 115 µM), without a hit: at the highest dose activity change, negative = inhibition, actives largely listed as inhibitors | hit rate 2.5% among 76,000 | AID 1347043, 2019; further: potency means the concentration at half of the fitted maximal effect; nearly all actives have a fitted effect of over 65% in size
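FLuc 10nM, D-luciferin 10uM, ATP 10uM, Mg acetate 10mM, Tris acetate pH 7.5, Tween/BSA; cpd qHTS; enzyme added last; CCD luminescence.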
GPT2 inhibitor: Primary qHTS assay for inhibitors of Glutamate pyruvate transaminase 2 (GPT2). Alanine aminotransferase 2 (Homo sapiens), Q8TD30. Recombinant GPT2, coupled pyruvate oxidase/HRP Amplex Red fluorescence. Potency, µM (top dose mostly 57.7 µM), for the others: at the highest dose activity change, negative = inhibition, actives largely listed as inhibitors. hit rate 0.25% among 100,000. AID 1671188, 2021; further: potency means the concentration at half of the fitted maximal effect; nearly all actives have a fitted effect of over 60% in size; many of its hits are not listed in these tables
Target sequence (Q8TD30 whole entry, looked up): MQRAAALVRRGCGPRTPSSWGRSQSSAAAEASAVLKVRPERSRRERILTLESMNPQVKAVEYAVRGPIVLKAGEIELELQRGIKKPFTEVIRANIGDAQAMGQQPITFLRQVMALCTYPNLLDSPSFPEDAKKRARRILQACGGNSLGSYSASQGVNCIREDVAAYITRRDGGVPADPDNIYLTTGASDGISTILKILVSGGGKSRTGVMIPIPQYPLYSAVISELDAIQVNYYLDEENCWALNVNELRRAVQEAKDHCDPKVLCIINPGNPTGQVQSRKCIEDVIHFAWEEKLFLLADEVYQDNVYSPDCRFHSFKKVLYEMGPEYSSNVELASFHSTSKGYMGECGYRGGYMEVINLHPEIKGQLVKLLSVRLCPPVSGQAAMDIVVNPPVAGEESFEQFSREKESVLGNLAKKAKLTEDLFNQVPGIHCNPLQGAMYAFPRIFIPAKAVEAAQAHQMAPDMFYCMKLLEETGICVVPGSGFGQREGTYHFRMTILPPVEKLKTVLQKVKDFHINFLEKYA
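Fluorescence of coupled pyruvate oxidase/HRP/Amplex Red system (50uM Amplex, 30 min, dark) reports pyruvate formed by GPT2. Enzyme reaction: 10ng/uL GPT2, 2mM L-alanine, 250uM a-KG, 30 min room temperature, pH 7.5; 50uM AOA control.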
HEK293 tox: Cytotoxic Profiling in HEK 293 Cell Line of Diverse Libraries Using Quantitative High-Throughput Screening | HEK 293 viability, ATP luminescence (CellTiter-Glo), 48-72 h | Potency, µM (titrated, usually from 115 µM), without a hit: at the top dose activity change, negative = cytotoxicity, actives largely listed as inhibitors | hit rate 6.6% among 94,000 | AID 1345083, 2018; further: potency means the concentration at half of the fitted maximal effect; nearly all actives have a fitted effect of over 60% in size
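Cytotoxicity was scored by loss of ATP-coupled luminescence (CellTiter-Glo) in HEK 293 cells. Compound treatment ran 48 or 72 hr at 37 degree Celsius, 5% CO2, 95% humidity.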
SNCA viab count: GF-AFC viability counterscreen for inhibitors of alpha-synuclein gene (SNCA) expression | HEK-293-SNCA-luc viability, GF-AFC fluorescence, 24 h | Potency, µM (highest dose often 57.1 µM), without a hit: at the top dose activity change, negative = cytotoxicity, actives largely listed as cytotoxic | hit rate 0.12% among 150,000 | AID 1671193, 2021;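 further: potency means the concentration at half of the fitted maximal effect; 0% = DMSO-treated cells and -100% = medium-only wells without cells; nearly all actives have a fitted effect of over 30% in size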
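Cytotoxicity counterscreen: after 24 h compound treatment of genome-edited SNCA-luciferase HEK-293 cells, live-cell protease substrate GF-AFC read by fluorescence after 30 min; activity scaled between DMSO (0%) and medium-only (-100%), curves Hill-fitted.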
IP6K1 inhibitor: Primary qHTS assay for small molecule inhibitors of Inositol hexaphosphate kinase 1 (IP6K1) | hit rate 0.81% among 140,000 | IP6K1 kinase, ADP-Glo luminescence, 2 h; hits give low values | activity change, % (series mostly up to about 58 µM) | Inositol hexakisphosphate kinase 1 (Homo sapiens), Q92551 | AID 1645851, 2021; in the data active means activity change below about -25%
Target sequence (Q92551 whole entry, looked up): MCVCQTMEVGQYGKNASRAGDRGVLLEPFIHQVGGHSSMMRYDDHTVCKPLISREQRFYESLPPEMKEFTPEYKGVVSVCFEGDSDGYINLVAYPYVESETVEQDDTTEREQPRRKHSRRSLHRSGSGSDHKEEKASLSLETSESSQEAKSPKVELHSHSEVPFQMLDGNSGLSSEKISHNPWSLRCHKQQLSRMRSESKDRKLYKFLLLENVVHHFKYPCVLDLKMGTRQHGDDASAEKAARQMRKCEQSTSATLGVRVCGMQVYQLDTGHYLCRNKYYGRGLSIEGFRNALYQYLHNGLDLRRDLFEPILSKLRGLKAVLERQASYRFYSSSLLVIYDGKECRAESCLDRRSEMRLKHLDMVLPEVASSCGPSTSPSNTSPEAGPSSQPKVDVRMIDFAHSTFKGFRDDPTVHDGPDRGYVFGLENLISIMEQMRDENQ
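ADP-Glo luminescence measures ADP made by human IP6K1 during a 2 h RT reaction with ATP/IP6 (mix at 1.3 mM/130 uM); top library doses 57.5 and 19.1 uM final.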
* = called active by the depositor; i = inactive; ? = inconclusive; · = not tested or not shown; [ ] = remark or other dose. Unless noted, the call rests on the fitted dose curve; in most records, active means well fitted curve in the direction sought with a large enough effect; inconclusive means small, poorly fitted or top-dose-only effect, or another doubt; inactive means no such curve, though single readings can be large; an effect the other way counts as inactive or inconclusive. Unless noted, on the % scale 0 is the no-effect control and ±100 the full control effect.

SMILES | SNCA expr inhib | 3T3 cytotox | FLuc inh | GPT2 inhibitor | HEK293 tox | SNCA viab count | IP6K1 inhibitor
Cc1cccc(N(C)c2nc3ccccc3c3nnc(C)n23)c1 | -2% | · | · | · | · | -5% | 27
CC(C)NC(=O)c1nc2cccnc2n(Cc2ccccc2)c1=O | -9%[87.6 µM] | -28%[138 µM] | · | -4%[88.5 µM] | ? | -12%[87.6 µM] | 5
Cc1ccc(C(C)C)cc2c(C)ccc1-2 | -25%[25.6 µM] | · | · | i | · | -17%[23.9 µM] | 28
CN(C)C(=O)c1cccnc1N1CC2CC(C1)[C@H]1CCCC(=O)N1C2 (some centres not stated) | 23% | -4% | 0% | i | -1% | -11% | 14
CCC(=O)Nc1ccccc1-c1nc2ccccc2n(C(C)C(=O)Nc2cccc(Cl)c2C)c1=O (configuration not stated) | ? | · | · | · | · | ? | 2
O=C1NCc2ccccc2CC12CCN(Cc1cccc(Br)c1)C2 (configuration not stated) | -8% | -26% | · | i | ? | -18% | -7
CC(C)C(=O)NCC(=O)N1CCCCCCNC(=O)CC1c1ccccc1 (configuration not stated) | 14% | -9% | -3% | i | ? | -5% | 0
CCOC(=O)N1CCN(C(C(=O)O)c2ccc(OC)nc2OC)CC1 (configuration not stated) | -16% | -3% | 7% | -13% | -1% | 6% | -7
CC(=O)NCC(=O)N1C2CCC1c1cc(Nc3ncc(C(F)(F)F)c(NC4CCC4)n3)ccc12 (configuration not stated) | · | · | · | 1% | · | ? | -18
COc1ccc(NS(=O)(=O)c2ccc3c(c2)CCN3C(=O)CCC(=O)O)cc1Cl | ? | · | · | · | · | -7% | -8
CCc1ccccc1N(C)C(=O)C1CCCN(c2ncnc3onc(-c4ccc(F)cc4)c23)C1 (configuration not stated) | 1% | · | · | · | · | 1% | -15
COCCc1noc(-c2ccccc2OC2CN(C(=O)Cc3cccc(C)c3)C2)n1 | 4% | -14% | -3% | i | ? | -5% | 17
C[S+](=O)([O-])c1cccc(-c2cnc3[nH]cc(CC(N)=O)c3c2)c1 | 1%[87.6 µM] | ? | -1%[172 µM] | -5%[88.5 µM] | -18%[172 µM] | -5%[87.6 µM] | -22
O=C(NCC(F)(F)F)c1nc2cccnc2n(CCc2ccccc2)c1=O | 2% | -6% | · | i | -1% | 7% | 4
CCc1ccc(C(=O)c2cn(CC(=O)Nc3ccc(C)c(C)c3)c3ccccc3c2=O)cc1 | ? | · | · | · | · | -15% | -15
CCOCCc1nnc(NC(=O)C(=O)c2cc(C)n(-c3ccc(Cl)cc3)c2C)s1 | -10% | · | · | · | · | -8% | -5
Cc1cccc2nc(-c3ccc(Cl)s3)c(Nc3ccc4c(c3)OCCO4)n12 | 162%[activator] | · | · | · | · | -17% | 0
Cc1ccc(NC2=C(CC(=O)O)C(c3ccc(F)cc3)N(c3ccc(C)cc3)C2=O)cc1 (configuration not stated) | 64%[activator] | · | · | · | · | 4% | 3
COc1ccc(C(=O)N2CCCC(c3[nH]ccc3C(N)=O)C2)cc1F (configuration not stated) | -9% | -20% | -14% | i | -2% | -4%[12.5 µM] | 5
COc1cccc(Cc2nc3ccccc3nc2SCC(=O)Nc2ccccc2F)c1 | -6% | · | · | · | · | -6% | -6
COc1ccc(Cn2c(CO)cnc2SCc2ccc(C)cc2)cc1 | 153%[activator] | · | · | · | · | -11% | 5
O=C(Nc1ccccc1O)c1cc(S(=O)(=O)N2CCCC2)ccc1Cl | -3% | · | · | · | · | 8% | 5
CC(C)CCOc1ccccc1Cn1c(=O)sc2ccccc21 | 24% | · | · | · | · | 5% | -2
COc1ccccc1C(=O)Nc1ccc([C@@H](O)[C@H]2COCC(=O)N2Cc2ccc(F)cc2)cc1 | 28% | -28% | -18% | 0% | ? | 1% | -5
COC(=O)CCC(=O)N1CCCC(N2CCN(c3cccc(Cl)c3)CC2)C1 (configuration not stated) | 55%[activator] | -22% | -8% | i | -23% | 3% | 8
CCCS(=O)(=O)N1CCC2(CCC2OC)CC1 (configuration not stated) | -2% | -15% | 0% | -6% | -11% | 5% | 6
COc1ccccc1OCCn1c(-c2ccc(Cl)cc2)nc2ccccc2c1=O | -7% | · | · | · | · | 1% | -13
CC1(C)[C@H]2CC[C@@H](CNC(=O)c3ccc(Cl)nc3)[C@@H]1C2 | -4%[87.6 µM] | 79µM* | 1%[172 µM] | -3%[88.5 µM] | ? | 9%[87.6 µM] | 9
Cn1cccc1CN[C@H]1[C@H](O)[C@@H](N2CCCC2)[C@@H]2OC[C@H]1O2 | 14%[87.6 µM] | ? | -6%[172 µM] | i | -20%[172 µM] | 4%[87.6 µM] | 1
CC(C)CCCC1CN(C(=O)CCN2CCCCCC2=O)CCO1 (configuration not stated) | 33%[activator] | -2% | 6% | -11% | -4% | -1% | 3

Three entries from above, with tabs.
Molecule	SNCA expr inhib	3T3 cytotox	FLuc inh	GPT2 inhibitor	HEK293 tox	SNCA viab count	IP6K1 inhibitor
COc1ccccc1OCCn1c(-c2ccc(Cl)cc2)nc2ccccc2c1=O	-7%	·	·	·	·	1%	-13
CC1(C)[C@H]2CC[C@@H](CNC(=O)c3ccc(Cl)nc3)[C@@H]1C2	-4%[87.6 µM]	79µM*	1%[172 µM]	-3%[88.5 µM]	?	9%[87.6 µM]	9
Cn1cccc1CN[C@H]1[C@H](O)[C@@H](N2CCCC2)[C@@H]2OC[C@H]1O2	14%[87.6 µM]	?	-6%[172 µM]	i	-20%[172 µM]	4%[87.6 µM]	1

Later entries.
SMILES | SNCA expr inhib | 3T3 cytotox | FLuc inh | GPT2 inhibitor | HEK293 tox | SNCA viab count | IP6K1 inhibitor
CCOCCCn1c(=N)c(C(=O)NC2CCCC2)cc2c(=O)n3cc(C)ccc3nc21 | 37% | · | · | · | · | ? | -4
CC(C)(C)C(=O)N[C@H]1C[C@@H](Cc2cc(-c3ccccc3)on2)C1(C)C | 60%[activator][87.6 µM] | ? | ? | -5%[88.5 µM] | ? | -13%[87.6 µM] | 4
Cc1ccnc(NC(=O)C2CC(=O)N(c3n[nH]c4cc(Br)ccc34)C2)c1 (configuration not stated) | 98%[activator] | ? | ? | -6% | ? | 2% | 3
CC(=O)N1C[C@@H]2OCC(=O)N(c3ccccc3)[C@@H]2C1 | 15%[87.6 µM] | -1%[230 µM] | 1%[230 µM] | i | 2%[230 µM] | 6%[87.6 µM] | 8
CCOc1ccc(CNC(=O)c2cccc(NC(=O)N3CCSc4ncccc43)c2)cc1 | 14% | · | · | · | · | 0% | 38
CCCC(=O)NCc1nc2cccnc2n1Cc1ccc(F)cc1 | 36%[activator] | · | · | · | · | -2% | 30
Cc1ccc(C2c3cc(OCc4nc(C(=O)NC(C)C)co4)ccc3CCN2C(=O)C2CC2)cc1 (configuration not stated) | 1% | ? | -2% | i | ? | 5% | 9
COc1cccc(CNc2ncc(-c3ccc(Br)cc3)n2C)c1 | 29% | · | · | · | · | -8% | -35*
CNC(=O)N1CCC(C2CCN(S(=O)(=O)c3ccc4c(c3)CCC4)C2)CC1 (configuration not stated) | ? | ? | -11% | -5% | ? | 15%[12.5 µM] | -2
COc1ccc(S(=O)(=O)N2C[C@@H]3C[C@H](C2)c2c(NC(=O)c4ccccc4)ccc(=O)n2C3)cc1 | -18% | i | 1% | 4% | ? | -18% | 0
O=C(O)Cn1ccc2cc(OCC3CCN(C(=O)C4CCCC4)CC3)cnc21 | -12%[87.6 µM] | 100µM* | 0%[172 µM] | -5%[88.5 µM] | 3%[172 µM] | 4%[87.6 µM] | -1
CCOc1ccc(NC(=O)Cn2c(=O)c(CNc3ccc(CC)cc3)cc3cc4c(cc32)OCO4)cc1 | 0% | · | · | · | · | 8% | 7
CCN(CC)C(=O)c1sc2c(c1C)c(=O)n(-c1ccccc1)c(=O)n2Cc1cc(=O)n2ccccc2n1 | ? | · | · | · | · | 10% | 1
CN(C)C(=O)NC1CCN(c2nc3ncccc3o2)C1 (configuration not stated) | -18%[87.6 µM] | -22%[138 µM] | · | -2%[88.5 µM] | -9%[172 µM] | -18%[87.6 µM] | 12
O=C(CC1CCCC1)NCCc1noc(Cc2ccccc2)n1 | ? | i | -9% | i | 0% | 4%[12.5 µM] | 8
Cc1cccc(C(=O)n2nc(-c3cccnc3)nc2NCc2ccc(F)cc2)c1 | 1% | · | · | · | · | -3% | -9
Cc1ccccc1Cn1c(COc2ccc(Cl)cc2)nc2ccccc21 | -27% | · | · | · | · | -3% | 26
O=C(Nc1ccc([C@@H](O)[C@H]2COCC(=O)N2CCCc2ccccc2)cc1)C1CC1 | 3%[87.6 µM] | ? | -14%[172 µM] | ? | -14%[172 µM] | 7%[87.6 µM] | 15
O=C(NCc1ccc(F)cc1)c1cc(-c2ccc(F)cc2)c2nncn2n1 | -5% | -20% | · | 3% | -7% | -7% | -1
COc1cccc(CC(=O)Nc2ccc3c(c2)CN(Cc2ccccc2OC)C(=O)C(C)O3)c1 (configuration not stated) | 38%[activator] | ? | -7% | i | ? | -10% | -1
CO[C@H]1[C@H](NC(=O)Cc2ccc3c(c2)OCO3)c2ccccc2C12CCNCC2 | 1% | -5% | -1% | -27% | -9% | -18% | 4
Cc1ccc(COC(=O)c2[nH]c3c(c2C)C(=O)CC(c2ccc(Cl)cc2)C3)cc1 (configuration not stated) | 68%[activator] | · | · | · | · | 9% | 15
CCOC(=O)C1=C(CS(=O)(=O)c2ccc(C(C)(C)C)cc2)NC(=O)NC1c1cccc(OC)c1 (configuration not stated) | -29% | · | · | · | · | ? | 1
NC(=O)c1cccc(CN2CCC3(CC2)CC(c2cccnc2)=NO3)c1 | 8% | -27% | · | i | -24% | 0% | 12
O=C(N[C@@H]1CN(C(=O)Nc2ccccc2)CCC[C@H]1O)c1ccc(OCCN2CCCC2)cc1 | -3% | -23% | -7% | 3% | -20% | 0% | -2
CCOC(=O)C1CCN(C(=O)c2nc3sccn3c2-c2ccncc2)CC1 | 2% | -16% | · | i | i | ? | 19
Cc1cc2nc(-c3cccc(NC(=O)c4cccc5ccccc45)c3)oc2cc1C | 71%[activator] | · | · | · | · | 24% | 42
CCOc1ccccc1CN1CCC2(CCN([S+](=O)([O-])c3cccc(C(F)(F)F)c3)CC2)Oc2ccccc21 | -13% | -23% | -4% | i | -21% | 4% | 0
Cc1nn(-c2ccccc2)c2c1C(C)N(C1CCN(C(=O)NC3CCCC3)CC1)C2=O (configuration not stated) | · | ? | · | · | ? | · | 7
